ABHD4 inh – inhibits mouse alpha/beta hydrolase domain 4. AID 720543. Q8VD66. inhibition, % at 8.92 µM. purified mABHD4, FP-Rh probe fluorescence polarization. actives 0.54% (n = 370,000);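 active = inhibition exceeding the mean over every tested compound plus 3 SD, cut at about 30% in these data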;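 also: 0% = plate median of compound wells and 100% = S159A mutant with DMSO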
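Test system: mouse ABHD4 enzyme, wild type. Reagent: FP-Rh fluorescent activity-based probe, added after compound pre-incubation. Timing: pre-incubation 45 min, probe exposure 60 min, at 25 °C. Technique: FP readout, ex 525 nm / em 598 nm. Benchmarks: high control S159A mutant with DMSO, low control median of compound wells.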
LEDGF integ inh – blocks HIV-1 LEDGF/p75-dependent DNA integration; inhibition, % at 3.7 µM; TR-FRET IN-LEDGF/p75 DNA integration, Eu/Cy5; AID 743269; actives 0.64% (n = 370,000);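 active = inhibition above the screen-wide mean plus 3 SD, cut at about 13% in these data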;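 also: signal is the Cy5 over europium emission ratio at 671 and 618 nm; 0% = plate median of compound wells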
SIAE primary – blocks human sialic acid acetylesterase | Q9HAT2 | SIAE FP-Rh probe binding, fluorescence polarization | inhibition, % at 9.66 µM | actives 0.69% (n = 370,000);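 active = inhibition above a cutoff: mean of compounds within the control limits plus 3 SD of those, cut at about 17% in these data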;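 also: 0% = plate median of compound wells and 100% = probe without SIAE protein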
HTRA1 inh – blocks human HTRA1 serine peptidase | Q92743 | AID 504803 | actives 0.5% (n = 340,000) | recombinant HTRA1, FP-rhodamine activity-based probe, fluorescence polarization | inhibition, % at 5.96 µM; in the data active = inhibition above about 36%;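 also: 0% = enzyme with DMSO and 100% = wells lacking enzyme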
rCAG RNA binder – molecules binding r(CAG) RNA repeats | r(CAG) RNA repeat, TO-PRO-1 dye displacement fluorescence | inhibition, % at 3 µM | actives 1.3% (n = 370,000) | AID 651821;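 active = inhibition above the plate cutoff, the mean of all test compounds on that plate plus 3 SD, cut at about 35% in these data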;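 also: 0% = DMSO alone and 100% = 100 µM mitoxantrone as full dye displacement; higher means more dye released from RNA so lower well fluorescence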
MBD2 inh – MBD2-methylated oligo binding inhibition; TR-FRET, MBD2 binding to methylated oligonucleotide; inhibition, % at 4.4 µM; actives 0.31% (n = 370,000); in the data active = inhibition above about 13%
PRMT1 inh – blocks human protein arginine methyltransferase 1. inhibition, % at 2.79 µM. actives 1.3% (n = 370,000). AID 652257. recombinant PRMT1, activity-based probe fluorescence polarization;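 active = inhibition above about 21% made by adding two undisclosed values, limit read from the data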
TDP2 inh – TDP2 (human) inhibition, absorbance primary screen | O95551 | recombinant TDP2, T5PNP hydrolysis, p-nitrophenol absorbance 415 nm | inhibition, % at 12.8 µM | actives 0.34% (n = 370,000) | AID 720702;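 active = inhibition above the mean of all tested compounds plus 3 SD, set per campaign, cut at about 25% in these data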;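 also: 0% = DMSO with enzyme and 100% = buffer with substrate but no TDP2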
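System – recombinant human TDP2 · Quantity – TDP2 enzyme at 120 nM final · Doses – single concentration, 12.8 µM nominal, with 1% DMSO · Incubation – 2 h at 37 °C · Measured by – epi absorbance of p-nitrophenol freed from T5PNP by hydrolysis · Read-out – % inhibition relative to enzyme-containing and enzyme-free wells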
NPR2 activator – GC-B (human) receptor activation | activation, % at 10 µM | AID 1920062 | HEK293-GC-B cells, CNP EC30, cGMP TR-FRET; 0% at EC30 CNP, 100% saturating CNP | actives 0.11% (n = 370,000);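 active = activation at 10 µM reaching about 35% in either raw or pattern-adjusted values, limit read from the data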
Target sequence (P20594 whole entry, looked up): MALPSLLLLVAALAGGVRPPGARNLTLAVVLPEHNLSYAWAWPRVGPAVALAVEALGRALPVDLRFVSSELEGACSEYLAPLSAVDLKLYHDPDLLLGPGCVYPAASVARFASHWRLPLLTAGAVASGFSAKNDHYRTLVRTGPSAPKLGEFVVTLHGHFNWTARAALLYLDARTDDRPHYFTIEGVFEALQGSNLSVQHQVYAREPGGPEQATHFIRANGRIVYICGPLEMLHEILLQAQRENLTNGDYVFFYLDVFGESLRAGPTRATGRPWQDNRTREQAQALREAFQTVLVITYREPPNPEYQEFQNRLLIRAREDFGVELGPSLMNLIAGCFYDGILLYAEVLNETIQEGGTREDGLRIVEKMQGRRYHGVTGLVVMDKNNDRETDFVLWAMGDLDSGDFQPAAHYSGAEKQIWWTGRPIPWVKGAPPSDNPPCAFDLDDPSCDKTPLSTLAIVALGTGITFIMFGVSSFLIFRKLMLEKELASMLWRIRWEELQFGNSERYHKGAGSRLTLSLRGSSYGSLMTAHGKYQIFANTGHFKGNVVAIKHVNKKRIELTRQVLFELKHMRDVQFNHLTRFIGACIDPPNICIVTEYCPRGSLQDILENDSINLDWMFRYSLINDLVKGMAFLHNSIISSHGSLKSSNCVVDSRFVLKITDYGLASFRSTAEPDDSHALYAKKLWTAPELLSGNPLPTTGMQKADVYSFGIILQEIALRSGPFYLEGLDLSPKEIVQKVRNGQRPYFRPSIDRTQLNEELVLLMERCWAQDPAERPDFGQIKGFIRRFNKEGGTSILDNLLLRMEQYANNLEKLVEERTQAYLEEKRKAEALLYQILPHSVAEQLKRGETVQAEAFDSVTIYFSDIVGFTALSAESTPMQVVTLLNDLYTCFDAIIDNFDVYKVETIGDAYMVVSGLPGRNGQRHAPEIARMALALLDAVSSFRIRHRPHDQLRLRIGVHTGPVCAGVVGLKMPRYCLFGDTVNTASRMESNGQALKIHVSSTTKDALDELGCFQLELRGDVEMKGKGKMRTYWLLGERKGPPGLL
TCR CD3 inh – blocks the human TCR-CD3 interaction; inhibition, % at 9.4 µM; actives 0.37% (n = 360,000); TAMRA-labeled TCR probe fluorescence, biochemical; AID 651800; in the data active = inhibition above about 19%;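 also: recombinant mutant TCR 2C K166C tagged with TAMRA read by polarization; 0% = receptor in buffer alone and 100% = receptor with positive control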
* = called active by the depositor; . = no result given. An excerpt; the hit share may differ from the screen's.

Compound	ABHD4 inh	LEDGF integ inh	SIAE primary	HTRA1 inh	rCAG RNA binder	MBD2 inh	PRMT1 inh	TDP2 inh	NPR2 activator	TCR CD3 inh
Cc1cc(C(=O)CSc2nc3ccccc3c(=O)n2C)c(C)n1Cc1ccc2c(c1)OCO2	-7	1	-5	-4	8	6	5	-9	-6	4
Cc1ccc(NC(=S)NC2CC3CCCC(C2)N3Cc2cccs2)cc1 (stereo unspecified)	3	-1	-6	-10	-7	-3	1	-1	1	3
COC(=O)c1ccsc1-n1cc(C#N)c(=O)n(C)c1=O	-2	3	2	2	1	-6	-2	19	1	3
Clc1cccc(Cc2c(-c3ccccc3)nc3c4ccccc4ccn23)c1	-9	1	-5	.	4	0	1	1	-3	4
CCc1nc2c(OCC(=O)c3ccc(Cl)cc3Cl)cccn2c1N(C=O)Cc1ccccc1	9	4	0	.	9	-2	0	-2	2	1
Cc1cccc(NS(=O)(=O)c2nnc(NC(=O)c3ccc(C)c(C)c3)s2)c1	-4	-3	-5	-13	41*	1	4	8	-3	1
CCOC(=O)[C@H]1[C@H]2COc3ccc(Br)cc3[C@H]2N2C(=O)CN(Cc3ccc(Cl)cc3)C(=O)[C@@]12C	-5	3	-9	-33	6	-5	-3	-7	-4	-5
CN(c1cccc(Cl)c1)S(=O)(=O)c1cccc(C(=O)NN2CCOCC2)c1	2	-2	4	10	0	-5	0	2	5	0
COc1ccc(N(C)C(=O)Cc2c(C(=O)O)[nH]c3ccccc23)cc1	0	6	5	4	3	3	-4	-1	8	1
CCOC(=O)N1CCN(c2ncnc3c2[nH]c2ccc(OC)cc23)CC1	10	-2	9	9	-5	-1	2	-3	0	-2
FC(F)(F)c1cc(-c2ccc(Cl)cc2)nc2ncnn12	-3	-1	-1	-1	-1	1	-2	9	-2	0
O=C(Nc1cc([N+](=O)[O-])ccc1N1CCOCC1)c1cccs1	-10	1	3	-1	-1	-1	-4	1	-2	1
O=C(c1ccco1)N1CCN(Cc2nnc(-c3cccc(Br)c3)o2)CC1	5	-2	-5	3	-7	-2	-2	13	-3	-6
COC(=O)c1ccc(C(C(=O)NC2CCCCC2)N(Cc2ccccc2)C(=O)Cc2cccs2)cc1 (stereo unspecified)	-1	-2	1	7	1	-2	-3	4	-7	2
O=C1C2C(C(=O)N1/N=C/c1ccco1)C1C=CC2C12CC2 (stereo unspecified)	-5	1	5	-3	1	-2	-2	-10	-2	9
CC(C)O/C(=N/S(=O)(=O)c1ccc(Cl)cc1)c1ccccc1	-2	-2	5	3	2	-5	-7	-8	2	5
CCCCN1CCN(C(=O)c2ccc3c(c2)NC(=O)C(C)(C)O3)CC1	-2	3	-1	.	-1	-2	-4	-6	4	.
COC(=O)CCC(=O)NNC(=O)C1CC1(c1ccccc1)c1ccccc1 (stereo unspecified)	-10	-2	-2	1	-3	2	5	-11	1	-2
COc1cccc(NC(=O)COC(=O)c2ccc3c(c2)OCCO3)c1	-4	-6	5	2	7	-1	0	5	-1	-3
COc1ccc(NC(=S)N(CCN2CCCCC2)Cc2ccco2)cc1	-1	-5	4	3	-4	1	5	-15	3	-6
O=C(c1ccccc1)c1cccc(NC(=O)c2ccco2)c1	6	-1	1	-6	3	1	-1	2	0	-3
Cc1ccc(SCC(=O)Nc2ccc3c(c2)C(=O)NC3=O)cc1	2	0	-4	.	3	4	-2	0	-4	1
CC(=O)N(c1ccccc1)c1ccccc1[N+](=O)[O-]	-2	-1	1	7	-2	-1	-4	7	2	-2
CCN1C(=O)[C@H]2[C@H]3CN=C(SC)N3[C@@](CC)(C(=O)OC)[C@H]2C1=O	-3	0	-2	7	1	5	1	-4	-1	3
CC(=O)c1cccc(NC(=O)c2ccc3c(=O)n4c(nc3c2)CCCCC4)c1	-6	2	-5	5	-3	1	-1	-7	-1	1
CCOc1ccccc1C(=O)Nc1cccc2cccnc12	-11	-2	-2	-40	6	0	-1	7	-3	4
Nc1ncnc2c1ncn2[C@H]1C[C@H](O)[C@@H](CO)O1	4	0	-5	8	-6	-4	-2	6	-3	1
COC(=O)C12C=C3CC(c4ccc(C)s4)=C3C(=O)N1Cc1[nH]c3ccccc3c1C2 (stereo unspecified)	-1	-1	5	.	6	2	-3	-7	11	.
COC(=O)C1=C(CCc2ccccc2)NC(=O)NC1c1ccc([N+](=O)[O-])cc1 (stereo unspecified)	-1	0	9	-11	2	1	1	-2	3	3
O=C(C1=NN[C@@H]2C(=O)N(c3cccc(F)c3)C(=O)[C@H]12)C(c1ccccc1)c1ccccc1	-13	3	-1	-21	23	2	-2	1	0	5

Copied from the list:
CCCCN1CCN(C(=O)c2ccc3c(c2)NC(=O)C(C)(C)O3)CC1 in TDP2 inh shows -6
O=C(c1ccccc1)c1cccc(NC(=O)c2ccco2)c1 in NPR2 activator shows 0

Remaining list, next part.
Compound	ABHD4 inh	LEDGF integ inh	SIAE primary	HTRA1 inh	rCAG RNA binder	MBD2 inh	PRMT1 inh	TDP2 inh	NPR2 activator	TCR CD3 inh
Cc1ccc(C2Nc3ccccc3C(=O)N2Cc2ccco2)cc1 (stereo unspecified)	1	4	-6	-2	2	1	8	-6	-8	-5
CCC(=NN=C(CC)c1ccccc1O)c1ccccc1O	-2	0	-2	-1	2	-3	-5	6	-5	5
O=[N+]([O-])c1cnc(Nc2ccccc2)nc1Nc1ccccc1	-2	5	-7	8	0	2	-1	-13	1	0
C=CCn1c(Cc2csc(N)n2)nnc1SCC(=O)Nc1ccccc1C(F)(F)F	3	-3	1	-2	-3	2	3	9	2	-1
Cc1ccc2c(=O)c(CN3CCCCCC3)c(C)[nH]c2c1C	1	1	2	1	9	2	1	2	-2	1
Nc1c(-c2ccccc2)cnn1C1CCS(=O)(=O)C1 (stereo unspecified)	4	-3	-6	6	2	-4	-2	3	4	0
CCOC(=O)CSc1nc2c(sc(=S)n2-c2ccc(CC)cc2)c(=O)[nH]1	-11	9	10	-8	60*	-8	-1	-3	1	-2
CCOc1ccc(NC2c3ccccc3C(=O)N2Cc2ccc3c(c2)OCO3)cc1 (stereo unspecified)	-5	-1	3	-8	5	0	8	-4	2	-3
O=C(Nc1ccc2c(c1)oc1ccccc12)c1cccnc1	-17	1	-11	-9	8	-3	-1	3	-4	8
COc1ccc(Cl)cc1C(=O)NCc1cnn(C)c1C	-2	-4	1	-1	-3	-6	-1	-2	-1	5
CCOC(=O)/C(C#N)=C/c1cn(CCC(=O)O)nc1-c1ccc(F)cc1	-3	7	1	-5	9	1	-2	7	-9	8
CC1Cc2ccccc2N1C(=O)/C=C/c1cccc(F)c1 (stereo unspecified)	-12	4	3	-11	-2	-6	-7	-10	-4	3
Cc1ccccc1C(=O)NCc1ccncc1	4	-2	-1	-5	2	1	-3	-1	8	10
CC(=O)Nc1ccc2c(c1)C(=O)c1ccc(Cl)cc1-2	1	-1	-3	3	4	0	2	7	-5	1
O=C(OCCN1C(=O)c2ccccc2C1=O)c1cc2ccccc2o1	-10	-4	9	-4	-3	-3	1	7	-2	5
O=c1c2cn[nH]c2nc(SCc2ccc3c(c2)OCCO3)n1-c1ccccc1	-13	-2	2	-25	-1	1	0	3	4	0
COc1ccc(CCNS(=O)(=O)c2cccc(C)c2)cc1OC	3	-2	5	4	-3	-5	-1	4	2	3
O=C(Nc1ccccc1N1CCCC1)C1CCN(S(=O)(=O)c2cccc(C(F)(F)F)c2)CC1	-26	0	15	-2	-5	-6	2	2	-6	3
CC(C)(C)c1nnc(NC(=O)c2cccs2)s1	-5	-2	12	-9	-3	-5	-4	-11	0	0
O=C(/C=C/c1ccc(NC(=O)c2ccccc2-c2ccccc2C(=O)O)cc1)c1ccccc1	-21	-2	-24	-28	68*	-6	4	-4	-7	8
CCOC(=O)c1ccc(NC(=O)CC2OCCN(CC)C2=O)cc1 (stereo unspecified)	-6	0	-4	-14	24	3	19	0	0	-6
CC(=O)N(C(C)=O)S(=O)(=O)c1ccc(N=NN2CCOCC2)cc1	4	-1	6	10	4	2	3	-11	0	-6
COc1cccc(N(C(C)=O)c2nc(C)cc(C)c2C#N)c1	6	-1	-8	3	-2	1	1	1	-11	-3
Cc1cccc(-n2ncc3c(NCCCO)ncnc32)c1	-2	6	3	3	2	0	-9	2	1	-2
Cc1ccc(NC(=S)NNC(=O)c2ccc(N3CCOCC3)c([N+](=O)[O-])c2)cc1C	9	0	2	6	58*	-7	-1	6	3	-3
Cc1ccc(S(=O)(=O)NC(=O)C2(C)CCN2C(=O)Cc2ccc(Cl)cc2Cl)nc1 (stereo unspecified)	-2	-1	-3	.	8	5	1	-7	5	0
COc1ccc(-n2nnc3c(=O)n(CC(=O)Nc4cc(C)on4)cnc32)cc1	-8	-2	2	6	0	5	-1	7	-4	-10
CC1=CC(=C(C#N)C#N)C=C(C)N1Cc1ccc(Cl)cc1	2	-2	2	2	-2	5	0	4	-4	4
O=C(CSc1nc(-c2ccccc2)cc(=O)[nH]1)Nc1ccccn1	-2	3	-2	2	3	1	-2	-6	2	13
Cc1c(C(=O)OCC(=O)N2CC(=O)Nc3ccccc32)oc2ccc(Br)cc12	-2	-4	6	1	2	2	3	10	5	1
COc1ccc(C2C(=O)N(C3CCCCC3)CC(=O)N2C2CCCCC2)cc1 (stereo unspecified)	-2	-3	-4	2	-4	-1	0	-2	-2	3
CC(/C=C1\SC(=S)N(CCC(=O)Nc2ccc(O)cc2)C1=O)=C\c1ccccc1	-59	0	-17	-24	19	6	4	-12	-10	2
CCOc1ccc(Br)cc1S(=O)(=O)Nc1cccc(S(=O)(=O)NC2=NCCC2)c1	3	-8	-5	-3	6	2	3	-7	-6	-4
Cc1cccc(NCN2C(=O)c3ccncc3C2=O)n1	0	4	-4	6	0	0	-1	-4	2	4
COc1ccc(S(=O)(=O)N2CCN=C2SCc2cccnc2)cc1	13	1	-4	-1	-4	4	3	8	-5	0
Cc1nc(NC(=O)/C=C/c2ccccc2)sc1C(=O)Nc1ccccc1	-21	0	-22	-21	10	1	-1	-3	-2	14
C/C(=N\NC(=O)CC#N)c1ccc(Oc2ccccc2)cc1	2	0	-1	3	5	0	3	2	0	2
COc1ccccc1CN(C)CC(=O)NC(=O)NC1CCCCC1	10	-3	2	-6	-1	-2	-4	10	3	7
C#CCNC(=O)C1=C[C@@H](C2CC2)C[C@@H](OCc2ccc(CO)cc2)O1	1	-1	5	-11	-2	-4	4	-9	4	0
Cn1c2c(c(=O)n(C)c1=O)C(c1ccccc1F)C(C#N)=C(N)O2 (stereo unspecified)	1	0	12	-5	-1	-2	17	4	-5	-2
COC(=O)C(Cc1ccccc1)NC(=O)CCNC(=O)c1ccco1 (stereo unspecified)	1	2	-3	7	0	2	-1	3	8	6
